Source: PubChem
esBAF inh – SWI/SNF esBAF complex inhibition; reporter increase, % at 12.5 µM; hit rate 2% among 350,000; mouse ES cells, Bmi1-luciferase knock-in reporter, 24 h; 100% = twice the neutral-well signal; in the data active = activation above about 40%; inconclusive = no clear call, values can overlap the other calls;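 also: 0% = median of the plate's neutral control wells and 100% = double that signal; a rise in the Bmi1 reporter signal indicates esBAF inhibition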
F508del corr – correctors of CFTR F508del function in bronchial epithelial cells. AID 720511. hit rate 0.36% among 350,000. activity (quench increase), % at 7.58 µM. CFBE cells, YFP halide quenching; stimulated with forskolin plus potentiator P3; % fluorescence drop versus neutral controls;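 active = mean added fluorescence quench of at least 8% versus neutral control, with both replicates also reaching 8%; inconclusive = only one of the mean or replicate conditions met; inactive = mean below 8% and not both replicates reaching 8%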;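 also: cells transiently co-express mutant CFTR-F508del with the halide-sensitive YFP; corrector assay measuring rescue of mutant channel to the surface after 24 h compound exposure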
ARNT TACC3 PPI – disruptors of human ARNT/TACC3 interaction. AlphaScreen His-ARNT PAS-B/GST-TACC3 binding, luminescence; TACC3 fragment carries E629A point mutation. Q9Y6A5. inhibition, % at 9.99 µM. hit rate 0.66% among 390,000;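 active = mean inhibition of replicates at least 50% and at least half of replicates each reaching 50%; inconclusive = half or more replicates reach 50% but mean below 50%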;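 also: 0% = complete ARNT plus TACC3 wells and 100% = ARNT alone without TACC3; many hits fall short of the cut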
ERAP1 HTS inh – blocks human ERAP1 aminopeptidase activity. inhibition, % at 10.7 µM. hit rate 0.15% among 340,000. AID 652197. Q9NZ08. recombinant ERAP1, Leu-AMC fluorescence, 60 min;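 active = mean replicate inhibition of at least 30%, or all replicates individually reaching that 30% level; inactive = mean below 30% and not every replicate reaching it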;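 also: 0% = neutral control wells and 100% = L-leucinethiol positive control wells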
RAD52 anneal inh – RAD52 (human) annealing inhibition | recombinant RAD52 DNA annealing, FRET fluorescence | P43351 | inhibition, % at 18.7 µM | AID 651710 | hit rate 0.46% among 360,000;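 active = every replicate showing at least 50% inhibition; inconclusive = mean inhibition at least 50% but not in every replicate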
Target sequence (P43351 whole entry, looked up): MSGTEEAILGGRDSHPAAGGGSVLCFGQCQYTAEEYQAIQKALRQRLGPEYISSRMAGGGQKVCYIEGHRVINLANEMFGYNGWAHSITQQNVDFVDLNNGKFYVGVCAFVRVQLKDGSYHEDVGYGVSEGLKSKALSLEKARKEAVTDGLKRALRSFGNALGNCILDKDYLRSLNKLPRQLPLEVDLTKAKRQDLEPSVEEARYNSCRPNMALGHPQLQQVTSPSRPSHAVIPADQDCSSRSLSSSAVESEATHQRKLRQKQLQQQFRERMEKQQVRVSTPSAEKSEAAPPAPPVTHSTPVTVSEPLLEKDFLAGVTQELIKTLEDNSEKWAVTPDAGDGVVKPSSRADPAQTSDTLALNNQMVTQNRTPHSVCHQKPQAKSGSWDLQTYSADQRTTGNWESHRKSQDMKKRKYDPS
RAD54 inh – inhibitors of human RAD54 branch migration; RAD54 Holliday junction branch migration, FAM/BHQ fluorescence; Q92698; hit rate 0.14% among 360,000; inhibition, % at 10.4 µM;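 active = mean normalized replicate activity at least 40 and at least half of replicates scoring 40 or more; inconclusive = only one of the two criteria met; inactive = mean below 40 and under half of replicates reaching 40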;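 also: 0% = median of neutral control wells and 100% = median of positive control wells; inhibitors cause a drop in the FAM fluorescence signal; in these data hits start at about 50%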
XiGFP reactiv – activators of X-chromosome reactivation in mouse fibroblasts. hit rate 0.055% among 360,000. XiGFP mouse fibroblasts, % GFP-positive cells imaging, 3 d; cells co-treated with 5-aza-dC sensitizer; scaled so ellipticine positive control = 100%. AID 743238. activation, % at 7.58 µM;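 active = mean normalized replicate activation at least 10% and every replicate at or above 10%; inconclusive = only one of the two criteria met; inactive = mean below 10% and not all replicates reach 10%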;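 also: 0% = median of on-plate neutral control wells and 100% = ellipticine 6 µM median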
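assay system = SV40-immortalized XiGFP fibroblast cells, line 68-5-11 | buffer or medium = DMEM plus 5-aza-dC sensitizer | doses = single-point pinned compound dosing | times = 3-day compound exposure, then 15 min fixation at room temperature | benchmarks = positive control ellipticine, 6 µM final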
INS-1E GSIS act – GLuc luminescence reporter in INS-1E cells, primary screen for activators of glucose-dependent secretion of insulin | INS-1E GLuc reporter insulin secretion, 2-3 h | activation, % at 16.6 µM | hit rate 0.61% among 370,000 | AID 743287;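 active = lowest replicate activation of at least 40%, so every replicate reaches that level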;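 also: 0% = median of neutral control wells and 100% = median of IBMX positive control wells; some compounds called inactive have numbers as strong as hits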
An asterisk follows results filed as active; ? = inconclusive; / = no result given; & = joins results of further samples.

Results follow in this order: esBAF inh, F508del corr, ARNT TACC3 PPI, ERAP1 HTS inh, RAD52 anneal inh, RAD54 inh, XiGFP reactiv, INS-1E GSIS act
(1) O=C(Cn1cnc2cc([N+](=O)[O-])ccc2c1=O)Nc1ccc(N2CCOCC2)cc1
 : -4.1, 0.7, 5.0, /, -3.6, 4.5, 0.6, 14.3
(2) CC(C)NC(=O)COC(=O)c1ccccc1CSC1=NCCS1
 : 13.8, 3.2, -0.6, 0.7, -38.1, -3.5, 0.1, 1.6
(3) CN1OC[C@@H]2CN(S(=O)(=O)c3cc(Cl)cc(Cl)c3)[C@H](c3ccc(-c4ccc(C#N)cc4)cc3)C[C@@H]21
 : -8.5, 1.3, /, 0.3, -0.8, 7.7, 1.0, -4.0
(4) C[C@@H]1CCCCO[C@H](CN(C)C(=O)c2ccccc2)[C@@H](C)CN([C@H](C)CO)C(=O)c2cc(NC(=O)c3ccncc3)ccc2O1
 : -3.0&0.7&17.3, -1.0&-1.7&-0.6, -3.4&-3.6, 2.2&-0.7&-0.3, -4.4&-0.8&-9.4, -10.4&3.4&-2.2, 0.2&0.0, 8.9
(5) COCC(=O)N1[C@@H]2CN(C)c3ccccc3[C@@H]2[C@@H]1CO
 : -1.0, -2.0, -0.4, 0.7, -12.5, 6.4, 0.0, 1.7
(6) COc1ccccc1S(=O)(=O)N1CC[C@@H]2[C@@H](CO)Nc3ccc(-c4ccc(F)cc4)cc3[C@@H]21
 : -12.7, 4.1, 14.1, -1.0, -24.3, -2.5, 0.0, 3.0
(7) COc1ccccc1-c1nc(COc2ccc(Cl)cc2Cl)no1
 : /, 1.3, -15.8, /, -3.2, /, 0.0, 0.1
(8) N=c1c(C(=O)NCCc2ccccc2)cc2c(=O)n3ccccc3nc2n1Cc1ccco1
 : 2.5, 0.8, 2.0, -8.7, -0.1, /, 0.0, 4.4
(9) O=C(NCC1OCCc2ccccc21)c1cc(COc2c(F)cccc2F)on1 (stereo unspecified)
 : /, 1.4, 0.6, -2.1, -19.9, /, 0.0, -3.6
(10) Cc1nc(NC(=O)COC(=O)[C@@H](NC(=O)c2ccco2)C(C)C)c(Cl)cc1Cl
 : 6.4, 0.5, -1.7, 0.2, -31.4, 11.5, 0.1, 10.7
(11) CCc1nc2ccc(C(=O)N(CC)CCN(C)C)cn2c1N(C)C(=O)c1cccc(OC)c1
 : 1.4, 0.3, /, -0.9, -1.4, -10.1, 0.0, 0.8
(12) COc1ccc(CCC(C)NCCc2ccc(Cl)cc2Cl)cc1 (stereo unspecified)
 : -1.2, -3.9, -1.1, -5.3, 26.6, 18.7, 0.2, -9.6
(13) CN(C)CC(=O)N[C@H]1CC[C@@H](CCNC(=O)C2CCCC2)O[C@@H]1CO
 : -2.5, -0.1, -1.2, 1.4, 4.7, -16.2, -0.4, 11.7
(14) COc1ccc(N2CCN(C(=O)C3CCN(S(=O)(=O)c4ccc(F)cc4)CC3)CC2)cc1
 : /, -1.1, -1.4, 1.1, -12.1, /, 0.0, -1.4
(15) COc1ccc(NS(=O)(=O)c2ccc(NC(=O)c3ccc(CN4CCOCC4)cc3)cc2)cc1
 : 10.6, -3.9, 2.4, -2.3, -5.3, -2.2, 0.0, -16.3
(16) CCCCN(CC)C(=O)c1cc2cc3ccc(Cl)cc3nc2o1
 : /, -1.4, -12.2, 3.1, 0.3, /, 0.0, 2.7
(17) O=C1NC(=O)C2(CCCC2C(=O)O)N1 (stereo unspecified)
 : 0.2, 0.0, -6.7, 1.6, -4.0, 4.5, 0.0, 4.0
(18) CCOC(=O)CSc1nc2c(sc(=S)n2-c2ccccc2OC)c(=O)n1-c1ccccc1OC
 : -6.1, 1.4, 0.9, -4.3, -2.9, 0.1, 0.2, 8.2
(19) CCN(CC)S(=O)(=O)c1ccc(C)c(NC(=O)Cc2ccc(S(=O)(=O)N3CCOCC3)s2)c1
 : /, 0.4, 9.2, -1.8, -36.4, 2.0, 0.0, -20.2
(20) COc1ccc(N=C2SCC(c3ccc(C)cc3)=NN2CCO)cc1
 : 3.0, /, 8.7, 2.5, -9.4, /, 0.1, -7.6
(21) O=C(Cn1c(=O)c2ccccc2n(CC(=O)N2CCCCC2)c1=O)N1CCCCC1
 : -6.6, 1.9, 2.5, /, 23.7, /, -0.2, 9.1
(22) COC(=O)c1ccccc1NC(=O)CSc1nc2ccsc2c(=O)n1Cc1ccc(C(=O)O)cc1
 : 2.3, -1.7, /, -6.8, -8.6, 0.9, -0.1, 6.2
(23) COc1ccc2c3c(n(C)c2c1)[C@H](CO)N(Cc1ccccc1Cl)CC31CN(C(=O)CC2CC2)C1
 : /, 2.0, /, -2.9, -11.2, /, 0.1, 16.0
(24) Cc1cc(O)c(NC(=O)c2cc([N+](=O)[O-])ccc2Cl)cc1C
 : -14.2, 5.5, -11.8, -7.2, 0.0, 3.6, 0.3, -5.6
(25) CC1Cc2ccccc2N1Cc1cc(=O)c(OCC(=O)NCCc2ccccc2)co1 (stereo unspecified)
 : -0.9, 3.1, 4.8, 0.6, -9.6, 0.9, 0.0, -43.2
(26) CCN(CC)CCNC(=O)C(Cl)=C1C(Cl)=C(Cl)C(Cl)=C1Cl
 : -5.4, -5.2, -2.2, -18.5, -3.9, -2.4, 0.1, 6.6
(27) COc1cc(C(=O)OCC(=O)NC(=O)c2cccn2C)ccc1OC(F)F
 : 5.2, -0.6, 2.2, -1.2, -9.0, 1.9, 0.0, 22.1
(28) CO[C@H]1CN(C)C(=O)c2cc(NS(=O)(=O)CC(F)(F)F)ccc2OC[C@H](C)N(Cc2nccs2)C[C@@H]1C
 : -0.5, 0.8, -1.1, /, 0.2, 3.5, 0.6, -1.7
(29) C[C@@H]1CN([C@H](C)CO)C(=O)CCCn2nncc2CO[C@H]1CN(C)Cc1ccc(C(=O)Nc2ccccc2N)cc1
 : -17.7, -2.9, 1.3, 3.0, 0.3, -5.0, 0.3, 13.5
(30) O=C(/C=C/c1ccccc1)NC(=S)Nc1ccccc1
 : 12.2, 0.4, -3.7, -3.0, -23.7, 4.1, -0.1, 6.4

Results follow in this order: esBAF inh, F508del corr, ARNT TACC3 PPI, ERAP1 HTS inh, RAD52 anneal inh, RAD54 inh, XiGFP reactiv, INS-1E GSIS act
(31) CCOc1ccc(S(=O)(=O)NCC(=O)OCc2nnc(-c3ccccc3)o2)cc1
 : 5.8, -0.4, -2.8, -0.4, -18.5, -11.7, 0.0, /
(32) O=C(C1CCCCC1)N1CCN=C1SCc1cccnc1
 : -2.7, -2.5, 0.8, 0.3, -10.7, -4.6, -0.1, 7.5
(33) COc1cccc(S(=O)(=O)N2CC[C@@H]3[C@@H](CO)Nc4ccc(C#Cc5ccccc5)cc4[C@@H]32)c1
 : 1.8, -1.0, -2.6, 2.6, 1.0, 1.8, -0.1, 1.4
(34) CCOc1ccc(Oc2c(/C=N/NC(N)=O)c(C)nn2-c2ccccc2)cc1
 : /, -1.1, -3.7, -1.5, -5.7, 6.8, 0.1, 17.1
(35) O=C(Nc1ccc2c(c1)OCCO2)C1CC(O)CN1C(=O)Nc1ccccc1 (stereo unspecified)
 : -0.5, -2.2, -6.0, 1.6, -0.2, /, 0.3, 5.4
(36) COC(=O)[C@@H](N)Cc1ccc(O)c(O)c1
 : -0.1, -2.3, /, -0.3, 3.0, -0.9, 0.1, /
(37) O=C(N[C@@H]1CC[C@H](CCNS(=O)(=O)c2ccc(F)cc2)O[C@H]1CO)c1cccc(F)c1
 : 5.2, 0.7, 3.9, 0.1, 5.8, 7.0, -0.2, -9.2
(38) Cc1nc2ccccn2c1-c1csc(Nc2ccc(C(=O)O)cc2)n1
 : -13.4, 1.6, -6.3, -4.0, -0.7, -3.5, 0.1, 7.6
(39) Cn1cc(CNCCN2CCCCC2=O)c(-c2cccc(Cl)c2)n1
 : 5.8, -0.5, 1.9, 16.3, -12.4, 1.9, 0.0, 23.3
(40) Cc1onc(-c2c(F)cccc2Cl)c1C(=O)Nc1cccc(S(=O)(=O)N2CCCCC2)c1
 : /, -0.9, /, -0.4, -10.5, /, -0.1, -9.8
(41) O=C1Nc2ccccc2-c2nnnn2C1N1CCCCC1 (stereo unspecified)
 : /, -0.6, /, /, -6.8, /, 0.0, 21.1
(42) O=C(CCN1C(=O)S/C(=C\c2ccccc2)C1=O)N1CCCCC1
 : 17.0, 0.5, -2.6, 0.3, -6.4, 8.5, 0.5, -8.7
(43) CC(=O)Nc1cc2c3c(cccc3c1)-c1ccccc1-2
 : 70.1*, 0.8, /, -2.8, -14.1, /, 99.5*, -6.7
(44) CO[C@@H]1CN(C)C(=O)c2cc(NC(C)=O)ccc2OC[C@H](C)N(C(=O)CN2CCOCC2)C[C@@H]1C
 : -1.8, 4.2, -5.9, -2.4, -4.2, 1.4, 0.1, 6.9
(45) Cc1ccc(NC(=O)c2cc3ccccc3o2)cc1Cl
 : ?, -2.0, 2.2, -0.3, -11.6, 3.4, 0.4, -9.0
(46) Cc1c(C(=O)NNC(=O)c2ccccc2O)oc2ccccc12
 : 59.0*, -0.3, /, 0.3, -42.3, 0.8, 0.4, /
(47) COc1cc(NC(=O)C/C(C)=N/NC(=O)Cc2ccc(Cl)cc2)c(OC)cc1Cl
 : -0.7, /, -5.1, /, /, 3.9, 0.2, -17.7
(48) Cc1noc(C)c1NC(=O)Nc1ccc2c(c1)CC(=O)N([C@@H](C)CO)C[C@@H](C)[C@H](CN(C)C(=O)NC1CCCCC1)O2
 : -0.1, -0.6, 2.9, -0.2, 1.1, 5.5, -0.5, -5.0
(49) CCn1cc([N+](=O)[O-])c(=O)c2cc(F)c(N3CCOCC3)cc21
 : -4.8, 1.0, 12.0, -0.9, -10.3, -0.3, 0.1, 4.3
(50) C[C@H]1CN([C@@H](C)CO)C(=O)c2cccc(NC(=O)c3cnccn3)c2O[C@@H]1CN(C)Cc1ccc(Cl)c(Cl)c1
 : 2.7, -1.8, 12.0, -2.2, -4.7, -11.8, 0.1, -13.3
(51) Cc1ccc(NC(=O)CCc2c(C)nn(-c3ccc(N4CCOCC4)nn3)c2C)cc1C
 : 29.0, -0.2, 5.1, 2.9, -7.0, 1.1, 0.0, 16.6
(52) CCOc1ccc(NC(=O)Nc2cccc(C)n2)cc1
 : 56.8*, -0.2, 1.1, 3.1, -11.5, 7.3, 0.1, 7.1
(53) COc1ccc(Cn2nnnc2C(C(C)C)N2CCc3ccccc32)cc1 (stereo unspecified)
 : 9.3, /, 4.5, /, /, -0.4, /, -14.6
(54) COc1ccc(NC(=O)CN2CCN(c3c(C)cccc3C)CC2)cc1
 : 11.1, 4.1, 2.0, -1.0, -20.0, 0.1, -0.1, -5.9
(55) O=S(=O)(c1ccccc1)c1nc(-c2ccc(F)cc2)oc1N1CCOCC1
 : /, -0.1, 2.3, -2.4, -4.6, -0.2, 0.0, 0.3
(56) Cc1ccc(C)c(N2N=C(C(=O)OCc3nnc(-c4ccccc4Br)o3)CCC2=O)c1
 : 4.7, -1.5, /, -2.3, -48.5, 1.7, 0.2, /
(57) Cn1cc(S(=O)(=O)N2CCC3(CC2)OCCO3)c(=O)n(C)c1=O
 : -1.6, -3.8, 1.8, 0.2, 2.3, 7.5, 0.0, /
